Screens from PubChem BioAssay.
mIAP inh – blocks mouse intestinal alkaline phosphatase. purified mouse IAP, CDP-Star luminescence, 30 min. AID 2806. hit rate 0.2% among 330,000. inhibition, % at 10 µM;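 active = inhibition of at least 40% at 10 µM in the primary screen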;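 also: plate controls were DMSO with enzyme for no effect and no enzyme wells for full effect; values of inactives mirror those of a sister screen read the other way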
tim10-1 inh – inhibits growth of tim10-1 mutant yeast; hit rate 2.2% among 330,000; S. cerevisiae tim10-1 ts strain growth, BacTiter-Glo, 24 h; inhibition, % at 20 µM;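 active = inhibition of at least 40%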;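 also: mutant grown at 25 °C; 0% = DMSO wells with yeast and 100% = wells holding no yeast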
beta cell repl – MIN6 beta-cell proliferation induction. MIN6 cells proliferation, ATPlite luminescence, 48 h; cells starved in 0.2% serum; 100% = growth in 10% serum. hit rate 0.29% among 330,000. proliferation, % at 10 µM;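 active = compounds whose signal lies at least 3.5 SD above the mean of all wells on their plate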;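 also: 0% = DMSO-treated cells in low-serum medium and 100% = 10% serum control; some compounds called inactive have numbers as strong as hits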
A3G deaminase – blocks human APOBEC3G single-stranded DNA deamination; inhibition, % at 20 µM; recombinant A3G, ssDNA deamination FAM/TAMRA fluorescence; Q9HC16; hit rate 0.28% among 330,000;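 active = inhibition of at least 40% at 20 µM, with no more than 30% in the related APOBEC3A deaminase screen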;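 also: plate controls were DMSO wells with A3G for no effect and wells lacking A3G enzyme for full effect; some compounds called inactive have numbers as strong as hits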
Target sequence (Q9HC16 whole entry, looked up): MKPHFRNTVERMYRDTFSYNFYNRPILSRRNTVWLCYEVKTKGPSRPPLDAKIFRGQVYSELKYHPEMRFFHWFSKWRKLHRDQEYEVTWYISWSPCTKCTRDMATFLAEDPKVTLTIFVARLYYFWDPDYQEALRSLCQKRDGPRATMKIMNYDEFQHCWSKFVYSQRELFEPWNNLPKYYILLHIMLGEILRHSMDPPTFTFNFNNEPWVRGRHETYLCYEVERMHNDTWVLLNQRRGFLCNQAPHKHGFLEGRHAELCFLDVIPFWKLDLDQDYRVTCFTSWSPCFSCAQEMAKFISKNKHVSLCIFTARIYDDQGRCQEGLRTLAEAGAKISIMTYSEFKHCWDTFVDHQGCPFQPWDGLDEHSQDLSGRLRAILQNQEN
TIM10 inh – growth inhibitors of TIM10 yeast strain. S. cerevisiae TIM10 strain growth, BacTiter-Glo luminescence, 24 h. inhibition, % at 10 µM. hit rate 1.4% among 330,000;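 active = inhibition of 40% or more at the single tested concentration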;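 also: wild-type TIM10 isogenic control strain grown at permissive 25 °C; 0% = DMSO yeast wells and 100% = minimal medium wells without yeast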
hIAP inh – blocks human intestinal alkaline phosphatase | purified IAP, CDP-Star luminescence, 30 min | inhibition, % at 10 µM | hit rate 0.12% among 330,000 | AID 2544;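 active = inhibition reaching a set limit with compound at 10 µM in the primary screen, cut at about 35% in these data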;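 also: plate controls were DMSO wells with enzyme for no effect and no-enzyme buffer wells for full effect; values of inactives mirror those of a sister screen read the other way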
Target sequence (P09923 whole entry, looked up): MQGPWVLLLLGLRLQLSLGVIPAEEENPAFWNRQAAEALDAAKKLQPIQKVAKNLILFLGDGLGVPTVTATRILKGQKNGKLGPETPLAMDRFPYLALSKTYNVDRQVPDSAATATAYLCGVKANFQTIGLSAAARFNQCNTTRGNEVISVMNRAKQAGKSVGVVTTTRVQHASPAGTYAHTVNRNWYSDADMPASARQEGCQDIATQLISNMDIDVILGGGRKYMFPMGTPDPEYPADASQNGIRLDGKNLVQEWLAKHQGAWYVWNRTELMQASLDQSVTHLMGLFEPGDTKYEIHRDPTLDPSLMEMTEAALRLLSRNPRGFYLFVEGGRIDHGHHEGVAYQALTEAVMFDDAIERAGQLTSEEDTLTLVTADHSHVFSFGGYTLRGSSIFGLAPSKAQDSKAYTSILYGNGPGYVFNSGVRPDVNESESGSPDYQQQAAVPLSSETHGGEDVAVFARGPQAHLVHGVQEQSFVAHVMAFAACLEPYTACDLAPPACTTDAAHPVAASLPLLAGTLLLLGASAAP
mIAP act – increases mouse intestinal alkaline phosphatase activity. muIAP, CDP-Star luminescence, 30 min; hits give high values; 1 = vehicle-only enzyme signal, 0 = enzyme-free wells. hit rate 0.24% among 330,000. activation factor at 10 µM. AID 2805;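 active = activation factor of at least 2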; also: the source names both 10 and 20 µM as test concentration; values of inactives mirror those of a sister screen read the other way
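Assay system: mouse IAP enzyme; Reagent: CDP-Star chemiluminescent phosphatase substrate; Compound: DMSO-dissolved test compounds; Incubation: 30 min, room temperature; Technique: luminescence from enzymatic CDP-Star hydrolysis; Controls: DMSO-only wells and no-enzyme negative control.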
NLRP3 yeast inh – inhibitors of NALP3 inflammasome in yeast; Yeast reconstituted NLRP3/ASC/caspase-1, beta-gal luminescence, 24 h; inhibition, % at 10 µM; hit rate 0.39% among 330,000; AID 2825;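 active = inhibition of 50% or more; inactive = inhibition below 50%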;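 also: plate controls were induced DMSO wells for no effect and uninduced yeast grown without galactose for full effect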
APOBEC3A inh – human APOBEC3A DNA deaminase inhibition. AID 493011. recombinant A3A, FAM/TAMRA ssDNA deamination fluorescence. hit rate 0.41% among 330,000. inhibition, % at 20 µM. P31941;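 active = at least 40% inhibition at 20 µM here, with at most 30% in a related deaminase screen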;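 also: plate controls were A3A with DMSO for no effect and wells lacking A3A enzyme for full effect; some results filed as inactive read as strong as hits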
* hit, by the source's call; & = joins results of further samples.

No.	canonical_smiles	mIAP inh	tim10-1 inh	beta cell repl	A3G deaminase	TIM10 inh	hIAP inh	mIAP act	NLRP3 yeast inh	APOBEC3A inh
1	CCOc1ccc(CCNC(=O)c2oc3c(c2C)-c2[nH]ncc2CC3)cc1OCC	-6	13	7	-11	3	8	1.1	1	-7
2	CC1=C(C#N)C(c2cn(-c3ccccc3)nc2-c2cccs2)C(C#N)=C(C)N1	5	18	-2	-7	8	7	0.95	15	2
3	COCCn1c(=O)[nH]c2cc(C(=O)Nc3cc(C)cc(C)c3)ccc2c1=O	6	4	1	0	-2	-3	0.94	21	1
4	COc1ccc(OC)c(C(Nc2ccccc2)P(=O)(OC(C)C)OC(C)C)c1 (stereo not given)	-9	29	1	-7	18	-4	1.1	8	-4
5	CCOC(=O)C1CCN(Cc2c(F)cccc2Cl)CC1	-2	-10	-4	-5	6	1	1	15	-5
6	O=C(O)c1c(Cl)cccc1Cl	-16	0	5	-8	9	13	1.2	4	-3
7	Cc1ccc(Oc2ccc(C=O)cn2)cc1	-6	5	0	-1	-8	5	1.1	-3	4
8	CCOC(=O)c1nn(-c2ccc(Cl)cc2)c(=O)c(C#N)c1C	1	10	-2	-2	4	-18	0.99	21	-5
9	COCCCNC(=O)CCc1ccc(S(=O)(=O)Nc2ccc(C)cc2)cc1	6	9	2	-5	-25	5	0.94	13	-2
10	CCOC(=O)c1sc(-c2ccc(C(F)(F)F)cc2)nc1O	0	46*	-2	-18	27	-12	1	1	-6
11	CCOC(=O)C1=C(N2CCCCC2)c2cc3c(n2C1=O)CCCC3	-4	-6	-1	-6	21	-7	1	16	-4
12	CC(C)(C)C1CCc2c(sc(NC(=O)c3ccncc3)c2C(N)=O)C1 (stereo not given)	22	23	-2	2	20	0	0.78	9	-1
13	COc1cc(C(=O)NCc2nnc(SCC(=O)N3CCCCC3)o2)cc(OC)c1OC	2	11	-2	-3	10	-6	0.98	-10	-5
14	O=C(NCc1cccnc1)c1cccnc1Sc1ccc(Cl)cc1	3	14	2	-4	-8	5	0.97	-1	-1
15	Cc1ccccc1Cn1ccc(-c2ccc(Cl)cc2)c(C#N)c1=O	25	11	1	-4	0	1	0.75	-3	2
16	Cc1nn(CC2CC2)c(=O)n1-c1ccccc1F	5	5	0	-8	3	-5	0.95	-6	-2
17	CCCCCCSc1ccc([C@H]2N[C@@](CC(C)C)(C(=O)OC)[C@H]3C(=O)N(C)C(=O)[C@@H]23)cc1	14	28	-8	-6	26	17	0.86	18	-2
18	CCOc1ccc2[nH]c(=O)c(CN(Cc3ccc(C)cc3)C(=O)N3CCCC3)cc2c1	2	9	-2	-2	19	-4	0.98	2	1
19	COCCn1c(=O)[nH]c2cc(C(=O)N3CCN(c4ccccc4F)CC3)ccc2c1=O	8	-4	-2	-4	1	-2	0.92	8	-3
20	Cc1ccnc(NC(=O)c2cccc([N+](=O)[O-])c2C)c1	10	13	-2	-5	-3	10	0.91	12	-3
21	COC(=O)c1nnn(-c2nonc2N)c1COc1ccc(C=O)cc1OC	1	14	-2	-4	-12	6	0.99	11	1
22	CN1CCN(NC(=O)c2cn(-c3ccccc3)nc2-c2cccs2)CC1	-2	0	-2	-6	-7	-5	1	11	-2
23	Cc1nc2c3ccccc3nc(NNC(=O)CCC(=O)NCCC(C)C)n2n1	14	-7	0	-3	2	-111	0.86	18	3
24	COC(=O)c1ccccc1OCC(=O)N1CCN(c2ccc(OC)cc2)CC1	-7	18	-1	0	-4	-33	1.1	29	-2
25	CC(NC(=O)Nc1ccccc1C(F)(F)F)C1CCCO1 (stereo not given)	3	11	3	-8	1	-14	0.97	4	-7
26	CC(C)(C)c1ccc(NC(=O)COC(=O)CCc2nc3ccccc3c(=O)[nH]2)cc1	-3	10	-3	-1	3	9	1	1	-1
27	C(=N\N1CCN(C2c3ccccc3-c3ccccc32)CC1)/c1cccnc1	-6	34	-3	-1	15	-3	1.1	20	-8
28	O=C(/C=C/c1ccc(O)c(O)c1)O[C@@H]1C[C@](O)(C(=O)O)C[C@@H](O)[C@H]1O	18	18	-1	1&0	6	22	0.84	10	-2&-4
29	Nc1cc(C(F)(F)F)ccc1OCC1CCCO1 (stereo not given)	8	-8	3	0	3	-20	0.92	14	0
30	O=C(CN1C(=O)/C(=C/c2ccccc2)SC1=S)N1CCN(CCc2ccccn2)CC1	13	42*	1	-6	18	-24	0.87	5	-5
31	CC(=O)NC1(C(F)(F)F)C(=O)Nc2c1c(=O)[nH]c(=O)n2CCc1ccccc1 (stereo not given)	-10	-16	-2	-10	-12	-24	1.1	2	-1
32	O=C(Nc1c2c(nn1-c1ccc([N+](=O)[O-])cc1)CS(=O)(=O)C2)c1ccco1	0	-2	-1	-1	-5	-9	1	15	-2
33	CCCCn1c(SCC(=O)NCc2ccco2)nc2c1c(=O)n(C)c(=O)n2C	-10	3	1	-2	2	4	1.1	18	4
34	Cc1ccc(NC(=O)N2CCCC2C(=O)NCC2CCCO2)cc1 (stereo not given)	-2	5	0	-3	0	-10	1	-6	0
35	Cc1ccnc2nc(C(=O)OCC(=O)N3CCc4ccccc43)nn12	-13	-23	0	-3	-17	0	1.1	-28	2
36	Cc1cccn2c(=O)c3cc(C(=O)N4COCC4(C)C)sc3nc12	-11	16	0	-6	-6	-7	1.1	26	-8
37	COc1ccc(CC(C)CC(=O)NCCc2ccc(OC)c(OC)c2)cc1 (stereo not given)	-4	16	1	-2	-12	-1	1	15	-2
38	Cc1ccc(C(=O)NN2C(=O)C3C4c5ccccc5C(c5ccccc54)C3C2=O)cc1 (stereo not given)	-8	11	-2	3	3	11	1.1	8	5
39	CN1C(=O)/C(=C/c2ccccc2OCc2ccccc2F)NC1=S	-12	-6	-2	-1	-8	-18	1.1	9	-1
40	CC(C)N1C(=O)CN(C2CCCCCC2)C(=O)C1c1ccccc1F (stereo not given)	-1	5	1	-1	13	14	1	13	2
41	COc1ccc(C)cc1N(C(=O)c1ccco1)C(C(=O)NC1CCCC1)c1cc(OC)c(OC)c(OC)c1 (stereo not given)	-5	22	0	8	-4	-6	1.1	20	3
42	CON(C)c1nc(OCC#N)nc(N(C)C)n1	-1	-5	0	4	6	-4	1	-6	2
43	CCN1CCN(C(=O)CCN2C(=O)c3ccccc3S2(=O)=O)CC1	-6	-28	-4	-8	-15	-4	1.1	6	-1
44	O=C(O)C1=C[C@H](C2CC2)C[C@H](OCc2ccc(CO)cc2)O1	-1	9	-5	-2	11	9	1	4	-4
45	COc1cc(NC(=O)C2CCCN2S(=O)(=O)c2ccc3c(c2)CC(C)N3C(C)=O)cc(OC)c1 (stereo not given)	0	-9	-4	0	2	-2	1	9	0
46	O=c1c2ccccc2ncn1C1CCCCC1	4	25	5	-5	-3	9	0.96	10	-1
47	CCc1cccc(CC)c1NC(=O)COC(=O)c1ccccc1-c1nc2ccccc2s1	9	44*	0	-5	10	7	0.91	0	-4
48	COc1ccccc1N(CC(=O)NCCN1CCOCC1)S(=O)(=O)c1ccccc1	7	8	0	-6	4	-2	0.93	-9	1
49	Cn1c(SCC(=O)NNC(=O)c2ccc(Br)cc2)nnc1-c1cccnc1	-9	3	1	-11	-1	-15	1.1	3	-1
50	CN1CCN(S(=O)(=O)c2cccc(C(=O)Nc3nccs3)c2)CC1	7	0	-2	2	-7	6	0.93	7	0

Additional structures:
No.	canonical_smiles	mIAP inh	tim10-1 inh	beta cell repl	A3G deaminase	TIM10 inh	hIAP inh	mIAP act	NLRP3 yeast inh	APOBEC3A inh
51	COc1ccc(CCNC(=O)C(=O)Nc2nccs2)cc1OC	-2	7	0	-6	-6	-6	1	-8	-4
52	Cc1cc2c(c(SCC(=O)N(C)c3ccccc3)n1)C(=O)OC2	2	24	-2	-3	28	-12	0.98	4	-3
53	O=C(Cc1ccc(-n2c(=O)[nH]c3ccccc3c2=O)cc1)N1CCN(c2cccc(Cl)c2)CC1	7	23	-2	-11	1	-4	0.93	14	-2
54	COc1ccccc1C1=NOC(COC(=O)c2ccc3ccccc3n2)C1 (stereo not given)	10	21	-2	-2	12	-10	0.9	28	-1
55	CCCCNC(=O)Cn1c(=O)oc2cc(S(=O)(=O)N3CC(C)CC(C)C3)ccc21 (stereo not given)	-20	6	-2	-9	-6	-12	1.2	10	-3
56	COc1cccc(CNC(=O)c2ccc(OC)c(S(=O)(=O)NC3CCCC3)c2)c1	10	1	5	-8	-4	-2	0.9	0	-4
57	Cc1cccnc1NC1OC(=O)c2ccccc21 (stereo not given)	4	10	-1	0	2	-15	0.96	20	3
58	Cc1ccc(S(=O)(=O)Cc2cccc(C(=O)N3CCOCC3)c2)cc1	3	15	0	1	6	3	0.97	11	-5
59	Cc1ccccc1CNC1CCCCC1	4	2	0	2	-8	7	0.96	12	2
60	COc1nnc(-c2ccc(C)c(S(=O)(=O)NCC3CCCO3)c2)c2ccccc12 (stereo not given)	1	13	-2	-5	19	15	0.99	-4	-2

A second format for eleven compounds above:
Values in the order: mIAP inh	tim10-1 inh	beta cell repl	A3G deaminase	TIM10 inh	hIAP inh	mIAP act	NLRP3 yeast inh	APOBEC3A inh
50: CN1CCN(S(=O)(=O)c2cccc(C(=O)Nc3nccs3)c2)CC1
  7	0	-2	2	-7	6	0.93	7	0
51: COc1ccc(CCNC(=O)C(=O)Nc2nccs2)cc1OC
  -2	7	0	-6	-6	-6	1	-8	-4
52: Cc1cc2c(c(SCC(=O)N(C)c3ccccc3)n1)C(=O)OC2
  2	24	-2	-3	28	-12	0.98	4	-3
53: O=C(Cc1ccc(-n2c(=O)[nH]c3ccccc3c2=O)cc1)N1CCN(c2cccc(Cl)c2)CC1
  7	23	-2	-11	1	-4	0.93	14	-2
54: COc1ccccc1C1=NOC(COC(=O)c2ccc3ccccc3n2)C1 (stereo not given)
  10	21	-2	-2	12	-10	0.9	28	-1
55: CCCCNC(=O)Cn1c(=O)oc2cc(S(=O)(=O)N3CC(C)CC(C)C3)ccc21 (stereo not given)
  -20	6	-2	-9	-6	-12	1.2	10	-3
56: COc1cccc(CNC(=O)c2ccc(OC)c(S(=O)(=O)NC3CCCC3)c2)c1
  10	1	5	-8	-4	-2	0.9	0	-4
57: Cc1cccnc1NC1OC(=O)c2ccccc21 (stereo not given)
  4	10	-1	0	2	-15	0.96	20	3
58: Cc1ccc(S(=O)(=O)Cc2cccc(C(=O)N3CCOCC3)c2)cc1
  3	15	0	1	6	3	0.97	11	-5
59: Cc1ccccc1CNC1CCCCC1
  4	2	0	2	-8	7	0.96	12	2
60: COc1nnc(-c2ccc(C)c(S(=O)(=O)NCC3CCCO3)c2)c2ccccc12 (stereo not given)
  1	13	-2	-5	19	15	0.99	-4	-2

An unsorted share of the library; 4.6% or so of the library scored in one or more.
